EZH2 inh – EZH2 (human) methyltransferase inhibition; PRC2 H3K27 methylation, DELFIA TRF, 1 h; inhibition, % at 12.5 µM; 57,000 compounds, 0.35% hits; Q15910;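 active = mean inhibition of replicates at least 50% and every single replicate also reaching 50%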;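 note: dimethyl H3K27 on biotinylated H3 21-44 peptide detected by antibody; plate controls were median neutral control wells for no effect and median positive control wells for full effect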
Target sequence (Q15910 whole entry, looked up): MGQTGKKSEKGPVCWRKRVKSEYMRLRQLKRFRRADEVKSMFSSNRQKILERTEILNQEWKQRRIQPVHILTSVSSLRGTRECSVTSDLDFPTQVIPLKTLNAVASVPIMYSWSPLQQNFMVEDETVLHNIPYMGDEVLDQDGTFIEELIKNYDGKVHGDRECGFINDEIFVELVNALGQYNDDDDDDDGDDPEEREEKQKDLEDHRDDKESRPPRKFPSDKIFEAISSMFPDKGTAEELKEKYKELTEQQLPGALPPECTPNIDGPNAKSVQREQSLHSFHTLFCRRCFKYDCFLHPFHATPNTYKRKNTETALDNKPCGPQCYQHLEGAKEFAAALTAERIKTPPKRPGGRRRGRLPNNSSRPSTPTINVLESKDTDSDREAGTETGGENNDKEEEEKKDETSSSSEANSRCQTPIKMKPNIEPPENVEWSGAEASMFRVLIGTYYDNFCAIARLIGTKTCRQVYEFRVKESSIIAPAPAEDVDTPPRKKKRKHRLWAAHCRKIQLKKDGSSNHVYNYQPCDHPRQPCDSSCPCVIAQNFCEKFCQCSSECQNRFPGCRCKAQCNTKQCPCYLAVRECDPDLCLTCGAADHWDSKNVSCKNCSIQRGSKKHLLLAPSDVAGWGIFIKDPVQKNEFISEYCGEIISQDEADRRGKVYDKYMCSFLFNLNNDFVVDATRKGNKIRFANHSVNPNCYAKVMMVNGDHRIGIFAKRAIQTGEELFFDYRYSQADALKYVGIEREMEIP
IDH1 R132H inh – IDH1 R132H (human) inhibition; O75874; IDH1 R132H reductase, diaphorase/resazurin fluorescence, 60 min; inhibition, % at 10 µM; 70,000 compounds, 0.18% hits; in the data active = inhibition above about 34%;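 note: 0% = DMSO and 100% = no enzyme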
* hit, by the source's call; / = not tested or not shown.

structure	EZH2 inh	IDH1 R132H inh
C[C@@H]1CN([C@H](C)CO)C(=O)c2cccc(NC(=O)c3ccncc3)c2O[C@@H]1CN(C)S(=O)(=O)c1ccc(Cl)cc1	-4	0.8
O=C(NCC[C@H]1CC[C@@H](NC(=O)C2CC2)[C@@H](CO)O1)Nc1ccc(C(F)(F)F)cc1	-11	-0.3
COC(=O)[C@@]1(Cc2ccccc2N=[N+]=[N-])N=C(c2ccc(OCCCO)cc2)O[C@H]1c1ccccc1CN=[N+]=[N-]	30	/
COc1ccc(NC(=O)Nc2ccc3c(c2)CC(=O)N([C@@H](C)CO)C[C@@H](C)[C@H](CN(C)C(=O)Nc2cccc4ccccc24)O3)cc1	/	0.2
C[C@H](CO)N1C[C@H](C)[C@@H](CN(C)C(=O)Nc2ccc(C(F)(F)F)cc2)OCCCC[C@H](C)Oc2ccc(NC(=O)Nc3ccc(F)cc3)cc2C1=O	/	0.9
C[C@@H]1CN([C@@H](C)CO)C(=O)Cc2cc(NC(=O)Nc3ccc(F)cc3)ccc2O[C@H]1CN(C)C(=O)Nc1ccc(C(F)(F)F)cc1	/	0.3
CSC(=O)OCC1=C[C@@H]2OC(=O)C3=CO[C@@H](O[C@@H]4O[C@H](CO)[C@@H](O)[C@H](O)[C@H]4O)[C@H]1[C@@H]32	/	-1.5
Cc1noc(C)c1NC(=O)Nc1ccc2c(c1)C(=O)N([C@H](C)CO)C[C@@H](C)[C@@H](CN(C)Cc1ccc3c(c1)OCO3)OCCCC[C@@H](C)O2	/	0.4
C[C@@H]1CN([C@@H](C)CO)C(=O)c2cc(NC(=O)c3ccccc3)ccc2O[C@@H](C)CCCCO[C@@H]1CN(C)C(=O)C1CCCCC1	/	0.0
Cc1noc(C)c1NC(=O)N[C@@H]1CC[C@@H](CC(=O)Nc2ccc(-c3ccccc3)cc2)O[C@@H]1CO	1	0.1
O=C(N[C@H]1C=C[C@@H](CC(=O)N2CCC(Cc3ccccc3)CC2)O[C@H]1CO)c1cnccn1	11	-0.2
COc1cccc(S(=O)(=O)N(C)C[C@@H]2OCc3cn(nn3)CCCC(=O)N([C@@H](C)CO)C[C@H]2C)c1	0	-1.3
Cc1noc(C)c1NC(=O)N(C)C[C@H]1Oc2ccc(NS(=O)(=O)c3cccs3)cc2CC(=O)N([C@@H](C)CO)C[C@H]1C	/	-0.3
CCCC(=O)Nc1ccc2c(c1)OC[C@H](C)N(C(=O)C1CCCC1)C[C@H](C)[C@H](OC)CN(C)C2=O	1	0.0
O=C(CSc1nc2ccccc2c(=O)n1-c1ccccc1)Nc1ccc(Br)cc1Cl	-19	0.2
CO[C@@H]1CN(C)C(=O)c2cc(NC(=O)c3ccc4c(c3)OCO4)ccc2OC[C@H](C)N(CCC(F)(F)F)C[C@@H]1C	-9	0.1
O=C(NCC[C@@H]1CC[C@H](NS(=O)(=O)c2cccc(Cl)c2)[C@@H](CO)O1)c1cnccn1	-3	0.2
Cc1noc(C)c1NC(=O)N(C)C[C@H]1Oc2c(NS(=O)(=O)c3ccc(Cl)cc3)cccc2C(=O)N([C@H](C)CO)C[C@@H]1C	/	-1.2
C[C@H](CO)N1C[C@H](C)[C@H](CN(C)Cc2ccncc2)Oc2c(NC(=O)Nc3cccc4ccccc34)cccc2C1=O	0	/
C[C@H]1CN([C@@H](C)CO)C(=O)c2cc(NC(=O)C3CCCCC3)ccc2O[C@H]1CN(C)Cc1ccccc1	-1	/
CO[C@@H]1CN(C)C(=O)c2cc(NC(=O)c3cnccn3)ccc2OC[C@@H](C)N(CCc2ccccc2)C[C@@H]1C	-5	-0.7
c1coc(CNc2ncnc3nc[nH]c23)c1	/	0.7
O=C(O)c1ccccc1NS(=O)(=O)c1cccc(C(=O)N2CCCc3ccccc32)c1	19	-1.3
CC(C)CC#Cc1ccc2c(c1)O[C@H](CN(C)S(C)(=O)=O)[C@H](C)CN([C@H](C)CO)S2(=O)=O	-24	-2.5
CO[C@H]1CN(C)C(=O)c2cc(NC(C)=O)ccc2OC[C@@H](C)N(CC2CC2)C[C@@H]1C	5	0.3
CC(C)OC(=O)C(C)(C)Oc1ccc(C(=O)c2ccc(Cl)cc2)cc1	/	-1.6
C[C@H](CO)N1C[C@H](C)[C@@H](CN(C)S(C)(=O)=O)Oc2ccc(NC(=O)Cc3ccccc3)cc2CC1=O	-7	-0.3
C[C@H]1CN([C@@H](C)CO)C(=O)Cc2cc(NC(=O)Nc3ccc(F)cc3)ccc2O[C@H]1CN(C)C(=O)Nc1ccc(C(F)(F)F)cc1	/	0.5
C[C@@H]1CN([C@@H](C)CO)C(=O)Cc2cc(NC(=O)Cc3ccccc3)ccc2O[C@H]1CN(C)C(=O)Nc1ccc2c(c1)OCO2	-15	-1.1
C[C@H](CO)N1C[C@H](C)[C@@H](CN(C)C(=O)c2ccc3ccn(C)c3c2)OCc2cnnn2CCCC1=O	5	/
CN/C=C1\C(=O)C(C)(C)Oc2ccc3ccc(=O)oc3c21	16	0.1
C[C@H]1CN([C@@H](C)CO)C(=O)c2cc(NS(=O)(=O)c3cn(C)cn3)ccc2O[C@H]1CN(C)Cc1ccccc1	7	-0.9
CCCn1c(=O)c2[nH]c(C3CCCC3)nc2n(CCC)c1=O	0	-0.2
COc1ccccc1S(=O)(=O)N(C)C[C@@H]1OCc2ccccc2-c2c(n(C)c3ccccc23)C(=O)N([C@@H](C)CO)C[C@@H]1C	-20	-1.1
CCCC(=O)Nc1ccc2c(c1)C(=O)N(C)C[C@@H](OC)[C@H](C)CN(Cc1ccncc1)[C@H](C)CO2	3	0.3
C[C@H]1CN([C@@H](C)CO)C(=O)c2cc(NC(=O)Nc3ccc(F)cc3)ccc2O[C@@H]1CN(C)C(=O)Nc1cccc2ccccc12	/	0.6
C[C@H](CO)N1C[C@H](C)[C@@H](CN(C)CC2CCCCC2)Oc2c(NS(C)(=O)=O)cccc2C1=O	-12	/
Cc1ccccc1-c1cnc2c(c1)C(=O)N([C@H](C)CO)C[C@@H](C)[C@H](CN(C)C(=O)c1ccc(F)cc1)O2	-1	0.0
C[C@@H]1CN([C@H](C)CO)C(=O)c2cc(N(C)C)ccc2O[C@@H](C)CCCCO[C@@H]1CN(C)Cc1ccncc1	-15	1.2
C[C@H]1CN([C@@H](C)CO)C(=O)c2cccc(NC(=O)Nc3ccccc3)c2O[C@@H]1CN(C)C(=O)Nc1ccc(F)cc1	-1	-12

Reprinted from the part before: 2 entries; new compounds follow.
structure	EZH2 inh	IDH1 R132H inh
C[C@@H]1CN([C@H](C)CO)C(=O)c2cc(N(C)C)ccc2O[C@@H](C)CCCCO[C@@H]1CN(C)Cc1ccncc1	-15	1.2
C[C@H]1CN([C@@H](C)CO)C(=O)c2cccc(NC(=O)Nc3ccccc3)c2O[C@@H]1CN(C)C(=O)Nc1ccc(F)cc1	-1	-12
O=C(O)CSc1nc2ccccc2n1CC(=O)O	/	3.2
C[C@H]1CN([C@@H](C)CO)C(=O)c2cccc(NC(=O)c3cnccn3)c2O[C@H]1CN(C)Cc1ccc(Cl)c(Cl)c1	-8	1.0
C[C@H]1CN([C@@H](C)CO)C(=O)Cc2cc(NS(=O)(=O)c3ccc(F)cc3)ccc2O[C@@H]1CN(C)C(=O)Nc1ccc(C(F)(F)F)cc1	/	-0.2
CN(C)CCCN1c2ccccc2CCc2ccc(Cl)cc21	-7	-0.5
COCC(=O)Nc1ccc2c(c1)[C@H]1C[C@H](CC(=O)NCc3ccccn3)O[C@@H](CO)[C@H]1O2	3	-1.1
CO[C@H]1CN(C)C(=O)c2cc(NC(=O)C3CC3)ccc2OC[C@@H](C)N(Cc2cccc(F)c2)C[C@H]1C	0	0.0
COc1cccc(S(=O)(=O)N[C@@H]2C=C[C@H](CC(=O)NCc3ccncc3)O[C@@H]2CO)c1	-2	0.2
C[C@H](CO)N1C[C@H](C)[C@@H](CN(C)Cc2ccc(Cl)c(Cl)c2)Oc2c(NC(=O)C3CC3)cccc2C1=O	/	1.8
O=C(CN1C(=O)C2C3C=CC(C4CC34)C2C1=O)Nc1ccc(Oc2ccccc2Cl)cc1 (centres undefined)	20	2.7
CCO[C@H]1OC(C(=O)N2CCOCC2)=C[C@@H](C)[C@@H]1CCCO	2	/
COCCNC(=O)C[C@H]1C[C@H]2c3cc(NC(=O)Nc4ccccc4)ccc3O[C@H]2[C@H](CO)O1	14	0.0
CCCNC(=O)Nc1ccc2c(c1)C(=O)N(C)C[C@H](OC)[C@@H](C)CN(Cc1ccccn1)[C@@H](C)CO2	-22	/
C[C@@H]1CN([C@@H](C)CO)C(=O)c2cccc(NS(=O)(=O)c3ccc(Cl)cc3)c2O[C@H]1CN(C)S(=O)(=O)c1cccs1	/	0.7
C[C@@H]1CN([C@@H](C)CO)C(=O)c2cc(NS(C)(=O)=O)ccc2O[C@H]1CN(C)S(=O)(=O)c1ccc(F)cc1	/	5.1
COc1ccc(-c2cnc3c(c2)C(=O)N([C@H](C)CO)C[C@@H](C)[C@H](CN(C)C(=O)Cc2cccnc2)O3)cc1	1	-10.0
COc1ccccc1OCC(=O)Nc1oc(-c2ccccc2)c(-c2ccccc2)c1C#N	41	-0.1
C[C@H]1CN([C@@H](C)CO)C(=O)Cc2cc(NC(=O)Cn3cnnn3)ccc2O[C@H]1CN(C)C(=O)Nc1cccc2ccccc12	/	-2.4
CC(=O)N(Cc1ccc(C(C)C)cc1)c1ccc2oc(-c3ccccc3)nc2c1	58*	0.1
C/C=C/c1ccc2c(c1)O[C@H](CN(C)C(=O)NCCC)[C@H](C)CN([C@H](C)CO)S2(=O)=O	2	-0.1
Cc1nc(SCC(=O)NCc2ccccc2)c2c(C)c(C)sc2n1	-5	0.0

(continued)
Each structure is followed by: EZH2 inh, IDH1 R132H inh
Cc1ccc(S(=O)(=O)N(C)C[C@@H]2Oc3ccc(NC(=O)c4ccncc4)cc3CC(=O)N([C@@H](C)CO)C[C@@H]2C)cc1
    -4, -4.3
C[C@@H]1CCCCO[C@@H](CN(C)C(=O)C2CCCCC2)[C@H](C)CN([C@H](C)CO)C(=O)c2cc(NC(=O)Nc3cccc4ccccc34)ccc2O1
    /, -1.0
C[C@H](CO)N1C[C@H](C)[C@H](CN(C)CC2CC2)OCCCC[C@H](C)Oc2ccc(NC(=O)Nc3cccc4ccccc34)cc2C1=O
    /, -19
C[C@@H]1CCCCO[C@H](CN(C)C(=O)NC2CCCCC2)[C@@H](C)CN([C@H](C)CO)C(=O)c2cc(NC(=O)Cc3ccccc3)ccc2O1
    /, 0.7
COc1ccccc1-c1cnc2c(c1)C(=O)N([C@H](C)CO)C[C@@H](C)[C@H](CN(C)Cc1cccnc1)O2
    -6, 1.2
COc1ccc(NC(=O)N(C)C[C@H]2OCCCC[C@H](C)Oc3ccc(NC(=O)NC4CCCCC4)cc3C(=O)N([C@@H](C)CO)C[C@H]2C)cc1
    /, 0.7
C[C@H]1CN([C@@H](C)CO)S(=O)(=O)c2ccc(C3=CCCCC3)cc2O[C@H]1CN(C)C(=O)Nc1ccc2c(c1)OCO2
    -14, /
CCS(=O)(=O)Nc1ccc2c(c1)C(=O)N(C)C[C@@H](OC)[C@H](C)CN(CC1CCCC1)[C@H](C)CO2
    -7, /
CCC(=O)Nc1ccc2c(c1)OC[C@H](C)N(C(=O)CN(C)C)C[C@H](C)[C@@H](OC)CN(C)C2=O
    3, 0.1
COc1cc(OC)c(NC(=O)CN(C)S(=O)(=O)c2cc(Cl)ccc2Cl)cc1Cl
    -9, -0.1
C[C@H](CO)N1C[C@H](C)[C@H](CN(C)Cc2ccccc2)Oc2ncc(-c3cncnc3)cc2C1=O
    /, -0.1
C[C@@H]1CN([C@@H](C)CO)C(=O)c2cc(C#CCN(C)C)cnc2O[C@@H]1CN(C)C(=O)c1cccc(F)c1
    4, 1.4
COc1ccc(S(=O)(=O)Nc2ccc3c(c2)C(=O)N([C@H](C)CO)C[C@H](C)[C@@H](CN(C)Cc2ccccc2)OCCCC[C@H](C)O3)cc1
    /, -2.3
C[C@H](CO)N1C[C@H](C)[C@H](CN(C)C)Oc2ncc(C3=CCCC3)cc2C1=O
    -9, -0.5
CNC[C@@H]1OCCCC[C@@H](C)Oc2ccc(NC(=O)Nc3ccc4c(c3)OCO4)cc2C(=O)N([C@@H](C)CO)C[C@H]1C
    2, -1.2
C[C@@H]1CN([C@@H](C)CO)C(=O)c2cccc(NS(=O)(=O)c3ccc(F)cc3)c2O[C@@H]1CN(C)Cc1ccc(C(F)(F)F)cc1
    -11, 0.4
O=C(C[C@@H]1C[C@@H]2c3cc(NC(=O)NC4CCCC4)ccc3O[C@@H]2[C@H](CO)O1)NCC1CC1
    -8, -0.1
C[C@H]1CN([C@@H](C)CO)C(=O)c2cccc(NC(=O)NC3CCCCC3)c2O[C@H]1CN(C)S(C)(=O)=O
    1, /
COc1ccc(NC(=O)Nc2ccc3c(c2)C(=O)N([C@@H](C)CO)C[C@H](C)[C@H](CN(C)Cc2ccc(Cl)c(Cl)c2)OCCCC[C@@H](C)O3)cc1
    /, 0.2

6 compounds from above, sorted by heavy-atom count, highest first:
Each structure is followed by: EZH2 inh, IDH1 R132H inh
COc1ccc(NC(=O)Nc2ccc3c(c2)C(=O)N([C@@H](C)CO)C[C@H](C)[C@H](CN(C)Cc2ccc(Cl)c(Cl)c2)OCCCC[C@@H](C)O3)cc1
    /, 0.2
COc1ccc(S(=O)(=O)Nc2ccc3c(c2)C(=O)N([C@H](C)CO)C[C@H](C)[C@@H](CN(C)Cc2ccccc2)OCCCC[C@H](C)O3)cc1
    /, -2.3
C[C@@H]1CN([C@@H](C)CO)C(=O)c2cccc(NS(=O)(=O)c3ccc(F)cc3)c2O[C@@H]1CN(C)Cc1ccc(C(F)(F)F)cc1
    -11, 0.4
CNC[C@@H]1OCCCC[C@@H](C)Oc2ccc(NC(=O)Nc3ccc4c(c3)OCO4)cc2C(=O)N([C@@H](C)CO)C[C@H]1C
    2, -1.2
C[C@H]1CN([C@@H](C)CO)C(=O)c2cccc(NC(=O)NC3CCCCC3)c2O[C@H]1CN(C)S(C)(=O)=O
    1, /
O=C(C[C@@H]1C[C@@H]2c3cc(NC(=O)NC4CCCC4)ccc3O[C@@H]2[C@H](CO)O1)NCC1CC1
    -8, -0.1

Source: PubChem BioAssay

Some of the compounds tested. The share of hits here may be higher or lower than overall.
